GIRK2 activator: activators of NPY4-receptor-primed GIRK2 channels, summary, cell-based, HEK293, thallium flux | HEK293 GIRK2/NPY4 cells, thallium flux fluorescence | activation (% efficacy), % for hits at 37.5 µM | 34,000 tested, under 10 active;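 active means primary screen hit, no activity in plain HEK293 cells, and in GIRK2-only cells above 5% efficacy rising with concentration; inactive means the rest, including fluorescent compounds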;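 further: efficacy is normalized control-subtracted fluorescence 15 s after thallium addition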
Target sequence (P48051 whole entry, looked up): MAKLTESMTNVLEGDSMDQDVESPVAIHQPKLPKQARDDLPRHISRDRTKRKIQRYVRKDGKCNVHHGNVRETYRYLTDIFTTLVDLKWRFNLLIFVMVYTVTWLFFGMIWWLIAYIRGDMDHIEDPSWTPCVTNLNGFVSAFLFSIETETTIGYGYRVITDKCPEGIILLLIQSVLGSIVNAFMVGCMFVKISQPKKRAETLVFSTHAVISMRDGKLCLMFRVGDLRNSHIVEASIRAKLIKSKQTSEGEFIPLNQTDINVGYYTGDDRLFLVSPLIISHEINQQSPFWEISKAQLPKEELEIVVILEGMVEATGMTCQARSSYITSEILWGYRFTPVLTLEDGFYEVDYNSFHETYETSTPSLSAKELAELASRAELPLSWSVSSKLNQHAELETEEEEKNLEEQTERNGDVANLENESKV
Calls only; i = inactive. Not all compounds are listed, so the mix of outcomes need not match the whole.

SMILES | GIRK2 activator
COc1ccc(F)cc1S(=O)(=O)Nc1ccc2nc(C)n(-c3ccc(Cl)cc3)c(=O)c2c1 | i
CCOC(=O)c1csc(NC(=O)CCCS(=O)(=O)c2ccccc2)n1 | i
COc1ccc(-c2noc(-c3cc(-c4ccc(Cl)cc4)n[nH]3)n2)cc1OC | i
COc1cccc(NC(=O)Nc2cc(N3CCCS3(=O)=O)ccc2C)c1OC | i
CC12CCC(C(=O)Nc3cccc(C(F)(F)F)c3)(CC1=O)C2(C)C (configuration not stated) | i
COC(=O)CN(c1ccc(C)cc1)S(=O)(=O)c1ccc2nncn2c1 | i
COc1ccc2nc(-c3cccc(NC(=O)Nc4ccc(F)cc4)c3)cn2n1 | i
O=C1CN(c2ccccc2NC(=O)c2ccc[nH]c2=O)CCN1 | i
O=C(COc1ccc2ccccc2c1)NCCCCN1CCOC(c2ccccc2)C1 (configuration not stated) | i
COc1ccc(CNC(=O)CSc2ncc(S(=O)(=O)c3cccs3)c(N)n2)cc1 | i
COc1ccc(C(=O)CC2(O)C(=O)Nc3ccc(Cl)cc32)cc1 (configuration not stated) | i
CCCCOc1ccc(-c2cc3c(=O)n(Cc4nc(-c5ccccc5Cl)no4)ccn3n2)cc1 | i
CC1CCCCN1c1ccc(N2CCN(C(=O)c3cnccn3)CC2)nn1 (configuration not stated) | i
CSc1ncccc1C(=O)N1CCC(CNC(=O)c2cc(Cl)cc(Cl)c2)CC1 | i
O=C(Nc1cccc(-c2cnc3n2CCC3)c1)c1ccc2nc[nH]c2c1 | i
O=C1CSC(=NS(=O)(=O)c2ccc(Cl)cc2)N1C1CCCCC1 | i
Cc1cc(NC(=O)c2cc(Cl)sc2Cl)n(C)n1 | i
COC(=O)c1ccc(C(=O)NCC(O)(c2ccco2)C2CC2)cc1 (configuration not stated) | i
O=C(NCCCN1CCOCC1)C(=O)NC1CC1 | i
CCCc1c(C(=O)Nc2cc(OC)ccc2OC)nnn1-c1ccccc1 | i
Cn1c(=O)c2c(SCc3ccc([N+](=O)[O-])cc3)ccnc2n(C)c1=O | i
O=[N+]([O-])c1cccc(S(=O)(=O)NCC2COC3(CCCCC3)O2)c1 (configuration not stated) | i
CCOC(=O)C(CC)Sc1ccnc2c1c(=O)n(C)c(=O)n2C (configuration not stated) | i
COc1cc(NC(=O)Cc2cccc3ccccc23)ccc1N1CCCCC1=O | i
CC(C)Cc1c[nH]c2c(c1=O)c(=O)n(C)c(=O)n2C | i

The closing three entries of the section before come first, to join the parts.
SMILES | GIRK2 activator
CCOC(=O)C(CC)Sc1ccnc2c1c(=O)n(C)c(=O)n2C (configuration not stated) | i
COc1cc(NC(=O)Cc2cccc3ccccc23)ccc1N1CCCCC1=O | i
CC(C)Cc1c[nH]c2c(c1=O)c(=O)n(C)c(=O)n2C | i
COCCNC(=O)c1cc2c(=O)n3cc(C)ccc3nc2n1C | i
COC(=O)C1CCN(c2ccnc3c2c(=O)n(C)c(=O)n3C)CC1 | i
Cc1ccc(-c2ccc(OCCNS(=O)(=O)c3ccc(Cl)s3)nn2)cc1 | i
Cn1nccc1C(=O)Nc1nc(-c2ccncc2)cs1 | i
O=C(NCc1cccs1)C(=O)Nc1ccc2c(c1)OCCO2 | i
COc1ccc(-c2cc(=O)n(C(C)C(=O)c3ccc(C)cc3)cn2)cc1 (configuration not stated) | i
O=C(c1ccccc1F)N1CCC(CNS(=O)(=O)c2ccc(C(F)(F)F)cc2)CC1 | i
O=S(=O)(c1ccc2nncn2c1)N(Cc1cc(F)cc(F)c1)c1cccc(F)c1 | i
OC(COCc1ccc(Cl)cc1)CN1CCOCC1 (configuration not stated) | i
COCCn1c(-c2ccc([N+](=O)[O-])cc2)nc2sc3ccccc3c(=O)c2c1=O | i
CCCC(=O)N1CCN(c2ccc(Nc3ccncc3)nn2)CC1 | i
COC(=O)c1ccc(-c2c(Nc3ccccc3C)oc3c2c(=O)n(C)c(=O)n3C)cc1 | i
COc1cccc(CNC(=O)C2CCN(c3cc(OC)ncn3)CC2)c1 | i
Cc1cccc(Cn2ccc3ccn(CC(=O)Nc4ccc(F)c(F)c4)c(=O)c32)c1 | i
CCC(C)NCC(O)COC1CC2CCC1(C)C2(C)C (configuration not stated) | i
COC(=O)Nc1nc(CC(=O)Nc2cccc(Cl)c2)cs1 | i
CCOCCCNc1nnnc2c1cnn2-c1ccccc1 | i
O=C(Nc1ccc2c(c1)N(C(=O)C1CC1)CC2)c1ccc2c(c1)OCO2 | i
O=C(NCCn1nc(-c2cccnc2)ccc1=O)Nc1cccc(C(F)(F)F)c1 | i
CCn1nc(C)cc1C(=O)N(Cc1ccccc1)c1nc2cc(OC)ccc2s1 | i
COc1ccc(S(=O)(=O)Nc2ccc3c(c2)N(C(=O)C(C)(C)C)CC3)c(C)c1 | i
O=S(=O)(NCC1COC2(CCCCC2)O1)c1ccc(Cl)cc1 (configuration not stated) | i
N#Cc1ccc(Cl)cc1NC(=O)c1ccc(=O)n(Cc2ccccc2Cl)c1 | i
O=C(Cc1csc(Nc2ccc(Cl)cn2)n1)Nc1ccc2cn[nH]c2c1 | i
CN(C)C(CNC(=O)c1ccc2c(c1)OCO2)c1cccn1C (configuration not stated) | i

Next part, starting with the last 2 of the part before.
SMILES | GIRK2 activator
O=C(Cc1csc(Nc2ccc(Cl)cn2)n1)Nc1ccc2cn[nH]c2c1 | i
CN(C)C(CNC(=O)c1ccc2c(c1)OCO2)c1cccn1C (configuration not stated) | i
COc1ccc2cc(C(=O)N3CCC(c4nn(C)c(=O)n4-c4ccccc4)CC3)[nH]c2c1 | i
CN(C)C(CNC(=O)C(=O)NCc1cccs1)c1cccc2ccccc12 (configuration not stated) | i
NC(=O)c1nn(-c2cccc(Br)c2)c(=O)cc1O | i
CN(C)c1oc(-c2ccco2)nc1S(=O)(=O)c1ccc(Br)cc1 | i
COc1ccc(Cl)cc1C(=O)NCC1CCN(Cc2ccco2)CC1 | i
Cc1ccc(NC(=O)C(=O)NCC2CCN(Cc3ccsc3)CC2)cc1N1CCCC1=O | i
O=S(=O)(c1ccc(-c2ccccc2)cc1)N1CCN(c2ccc(NCC3CCCO3)nn2)CC1 (configuration not stated) | i
O=C(CSc1ccc(NC(=O)c2ccco2)nn1)Nc1nc2ccccc2s1 | i
Cc1ccccc1NC(=O)NCC(O)c1cccn1C (configuration not stated) | i
Cc1ccc(CC(=O)Nc2nnc(-c3ccc(C)c(C)c3)o2)c(C)c1 | i
COc1ccccc1NC(=O)N1CCC(CNC(=O)c2c(-c3ccccc3Cl)noc2C)CC1 | i
O=C(COc1ccc2ccccc2c1)NCC1(O)CCOCC1 | i
COc1ccccc1-c1ccc(=O)n(Cc2cccc3ccccc23)n1 | i
COc1cc(OC)cc(-c2nnc(NC(=O)c3ccno3)o2)c1 | i
CC(=O)Nc1ccc(C(=O)NCCNC(=O)c2cccc(C(F)(F)F)c2)cc1 | i
CC(=O)Nc1ccc(NC(=O)Cn2cc(-c3ccccc3)c(N(C)C)n2)cc1 | i
Cc1c(C(=O)NCc2ccco2)c(C(F)(F)F)nn1C1CCN(C(C)C)CC1 | i
CSc1ccccc1C(=O)Nc1cc(C)nn1-c1nc2c(cnn2-c2ccc(C)c(C)c2)c(=O)[nH]1 | i
CC(=O)c1cccc(NC(=O)Cc2cc(=O)oc3cc(C)ccc23)c1 | i
CCn1ccc(C(=O)Nc2nc3c(Cl)ccc(Cl)c3s2)n1 | i
O=C(NCCc1ccccc1)C(=O)NCC1CCN(Cc2ccccc2)CC1 | i
Cc1ccc(S(=O)(=O)N(CC(O)CN2CCOCC2)c2ccc(F)cc2)cc1 (configuration not stated) | i
CCc1nnc(NC(=O)c2ccc(N3C(=O)c4ccccc4C3=O)cc2)s1 | i
Cc1ccnc(NS(=O)(=O)c2ccc(NC(=O)c3ccc(S(=O)(=O)N4CCCC4)o3)cc2)n1 | i
O=C(CCCS(=O)(=O)c1ccccc1)Nc1ccccc1Oc1ccccc1 | i

A second format for some results above.
CN(C)c1oc(-c2ccco2)nc1S(=O)(=O)c1ccc(Br)cc1
- GIRK2 activator: i

O=C(NCCn1nc(-c2cccnc2)ccc1=O)Nc1cccc(C(F)(F)F)c1
- GIRK2 activator: i

COc1ccc(S(=O)(=O)Nc2ccc3c(c2)N(C(=O)C(C)(C)C)CC3)c(C)c1
- GIRK2 activator: i

COc1ccc(-c2noc(-c3cc(-c4ccc(Cl)cc4)n[nH]3)n2)cc1OC
- GIRK2 activator: i

Later entries:
SMILES | GIRK2 activator
CSc1ccccc1NC(=O)Cn1nc(-n2cccn2)ccc1=O | i
CC(C)c1ccc(NC(=O)CSc2nccn(-c3ccc(F)cc3)c2=O)cc1 | i
CCc1ccccc1NC(=O)CSc1nc2ccsc2c(=O)n1CCc1ccccc1 | i
O=C(Nc1nnc(CCSc2ccccc2)o1)c1ccc(Cl)cc1 | i
CC(=O)Nc1ccc(S(=O)(=O)NCC2CCN(Cc3ccco3)CC2)cc1 | i
O=S(=O)(c1ccc(Cl)s1)N1CCN(c2ccc(-c3ccco3)nn2)CC1 | i
Cc1nccn1CC1CCN(S(=O)(=O)Cc2ccc(F)cc2)CC1 | i
O=C(NCCOc1ccc2nnc(-c3cccc(F)c3)n2n1)Nc1ccc(Cl)cc1 | i
CN(C)S(=O)(=O)N1CCC2(CC1)CC(=O)c1ccccc1O2 | i
COc1ccc(CCNC(=O)C2CCN(c3cc(Oc4ccccc4)ncn3)CC2)cc1OC | i
O=C(Cn1ccc2ccccc21)N1CCN(c2ccc(-c3cccs3)nn2)CC1 | i
CCn1nnc2c(N3CCN(CC(=O)Nc4ccc(C)c(Cl)c4)CC3)ncnc21 | i
CC(C)c1nnc(C2CCN(C(=O)c3cc4ccccc4o3)CC2)o1 | i
COc1ccc(Cl)cc1NC(=O)N(CCc1ccccc1)Cc1ccccn1 | i
O=C(Nn1cnc2c(cnn2-c2ccccc2)c1=O)c1cccc([N+](=O)[O-])c1 | i
COCC(=O)N1CCCc2ccc(NC(=O)NC(C)(C)C)cc21 | i
COc1ccc(OC)c(-c2ccc(SCC(=O)N3CCCC3)nn2)c1 | i
Cc1cccc(Nc2ccc(NCCNC(=O)Nc3ccc(C)c(F)c3)nn2)n1 | i
COc1ccc(C(=O)N2C(=S)C(c3cc(OC)cc(OC)c3)=NC23CCCC3)cc1 | i
COc1cccc(NC(=O)c2ccc(S(=O)(=O)c3ccccc3)nc2)c1 | i
CC(=O)Nc1ccc(C(=O)NCCNC(=O)COc2ccccc2)cc1 | i
O=C(c1cc2ccccc2oc1=O)N1CCN(c2ccc(Nc3cccnc3)nn2)CC1 | i
Cc1cc(=O)[nH]c(-n2nc(C)c(CCC(=O)Nc3ccc(Cl)cc3)c2C)n1 | i
Cc1onc(-c2ccccc2Cl)c1C(=O)NCCn1cnc(-c2ccccc2)cc1=O | i
O=C(c1cccc(N2C(=O)CCC2=O)c1)N(CCN1CCOCC1)c1nc2c(Cl)cccc2s1 | i
The results go on.
SMILES | GIRK2 activator
Cc1noc(C)c1S(=O)(=O)NCC1(c2cccs2)CCOCC1 | i
Cc1noc(C)c1S(=O)(=O)Nc1ccc2c(c1)CN(S(=O)(=O)c1ccccc1)CC2 | i
COCCn1c(=NC(=O)C2CCCN(S(C)(=O)=O)C2)sc2cc(C)c(C)cc21 (configuration not stated) | i
Cc1ccc(CN2C(=O)C=CC2=O)cc1 | i
CN(C)S(=O)(=O)c1ccc(C(=O)N2CCC(c3cccs3)CC2)cc1 | i
COc1ccc(NC(=O)Cn2nc3ccc(C(=O)Nc4cccc(C)c4)cn3c2=O)cc1 | i
COc1ccc(OC)c(-c2ccc(=O)n(CC(=O)NC3CCCC3)n2)c1 | i
COc1ccc(Cl)cc1S(=O)(=O)Cc1nc(-c2cccc(C(F)(F)F)c2)no1 | i
COc1cccc(C2C(S(=O)(=O)c3ccc(C)cc3)=C(O)C(=O)N2c2ccc(C)cc2)c1 (configuration not stated) | i
Cc1cc(Cl)ccc1OCC(O)CN1CCN(c2ccccc2)CC1 (configuration not stated) | i
COc1ccc(C)cc1S(=O)(=O)NCC(c1cccn1C)N1CCc2ccccc2C1 (configuration not stated) | i
COC(=O)c1ccc(S(=O)(=O)N2CCCN(CCn3nc(C)cc3C)CC2)cc1 | i
O=C(Nc1ccc2c(c1)OCCO2)c1ccc(=O)n(Cc2cccc([N+](=O)[O-])c2)c1 | i
Cn1cccc1C(O)CNC(=O)C(=O)Nc1ccon1 (configuration not stated) | i
Cc1ccsc1C(O)CNC(=O)C(=O)NCCC1=CCCCC1 (configuration not stated) | i
O=C(CCc1csc(NC(=O)c2ccc[nH]c2=O)n1)NCCc1ccccc1 | i
O=C(NCCOc1cccc(C(F)(F)F)c1)c1ccc(S(=O)(=O)N2CCCC2)cc1 | i
Cc1ccc(C(CNC(=O)C(=O)Nc2cccc(C(F)(F)F)c2)N2CCOCC2)cc1 (configuration not stated) | i
CCOCCSc1nnc(-c2cn(CC)nc2OCC)n1C | i
O=C(c1ccccc1F)N1CCC(CNS(=O)(=O)Cc2ccccc2Cl)CC1 | i
COc1ccccc1C(=O)N1CCN(c2ccc(-c3ccc(C)c(C)c3)nn2)CC1 | i
COc1ccc(C)c2sc(NCCN(C)C)nc12 | i
Cc1ccc(S(=O)(=O)Nc2nc(CCC(=O)NCc3ccc(F)cc3)cs2)cc1 | i
O=C(c1ccccc1C(F)(F)F)N1CCN(c2ccc(-c3cccnc3)nn2)CC1 | i
O=C(NCC#CCN1CCc2ccccc2C1)Nc1cccs1 | i
CCOC(CNc1ncnc2c1nnn2CC)OCC | i
COc1ccccc1OCC(=O)Nc1nn(C)c2c1C(C)CC(=O)N2 (configuration not stated) | i
O=C(Cc1ccc(NC(=O)C2COc3ccccc3O2)cc1)NCC(F)(F)F (configuration not stated) | i
COc1ccc(-c2noc(CSc3nc4ccsc4c(=O)n3-c3ccc(OC)cc3)n2)cc1 | i

2 of the compounds above, as labelled records:
> Cc1ccc(C(CNC(=O)C(=O)Nc2cccc(C(F)(F)F)c2)N2CCOCC2)cc1 (configuration not stated)
  GIRK2 activator: i

> CC(C)c1ccc(NC(=O)CSc2nccn(-c3ccc(F)cc3)c2=O)cc1
  GIRK2 activator: i
